SRC1 inh: SRC1 coactivator transcriptional activity inhibitors, primary screen, cell-based, luminescence | Nuclear receptor coactivator 1 (Homo sapiens), Q15788 | HEK293 GAL4-SRC1 luciferase reporter | inhibition, % at 3.6 µM | 360,000 compounds, 0.12% hits;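 active = inhibition above the campaign mean plus 3 SD, with each screening campaign given its own cutoff, cut at about 60% in these data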;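 also: 0% = DMSO treated cells and 100% = gossypol at 36 µM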
LMP1 NFkB inh: EBV LMP1-driven NF-kappaB luciferase reporter inhibitors, primary screen, cell-based, luminescence, single point; LMP1-induced NF-kappaB luciferase reporter cells; inhibition, % at 12.5 µM; 350,000 compounds, 0.69% hits; in the data active = inhibition above about 41%;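 also: 0% = neutral control wells and 100% = reference inhibitor control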
TRAIL sens C8: viability loss with TRAIL in NB7+C8 cells, primary screen, TRAIL sensitizer project, cell-based, ATPlite luminescence. inhibition (viability loss, TRAIL sensitization), % at 10 µM. 360,000 compounds, 1% hits;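 active = compounds causing at least 50% loss of cell viability in the single-dose screen, relative to plate controls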
LRH-1 inv ag: LRH-1 (NR5A2) inverse agonists, primary screen, cell-based, luminescence, HEK293T, StAR-luciferase reporter | Nuclear receptor subfamily 5 group A member 2 (Homo sapiens), O00482 | LRH-1 transfected, 24 h | inhibition, % at 3.6 µM | 360,000 compounds, 0.13% hits | AID 602396, 2012;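 active = inhibition above the mean inhibition of all tested compounds plus 3 SD, cut at about 73% in these data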;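 also: 0% = DMSO wells and 100% = reporter-only cells lacking LRH-1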
COUP-TFII inh: NR2F2 transcriptional activity inhibitors, primary screen, cell-based, luciferase reporter, HEK293T, luminescence | COUP transcription factor 2 (Homo sapiens), P24468 | HEK293T NGFI-A luciferase reporter | inhibition, % at 8.6 µM | 370,000 compounds, 0.7% hits | AID 686940, 2013;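 active = inhibition above a per-plate cutoff, mean inhibition of test wells between control levels plus 3 SD, cut at about 38% in these data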;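 also: cells cotransfected with COUP-TFII expression vector driving the NGFI-A reporter; 0% = median of COUP-TF2 test wells and 100% = reporter-only cells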
Shn3 3UTR inh: reduction of Shn3 3'UTR firefly luciferase signal, primary screen, Schnurri-3 inhibitor project, cell-based, Clone20 osteoblasts, set 2; Clone20 osteoblast Shn3 3'UTR firefly luciferase, 24 h; inhibition, % at 12.5 µM; 360,000 compounds, 0.52% hits;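 active = mean inhibition of at least 75% with every replicate also reaching 75%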;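 also: 0% = median of neutral control wells and 100% = pilot-screen positive control compound; some compounds past the cut are filed as inactive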
KKLEB tox: cytotoxicity in KKLEB CF airway cells, primary screen, cytotoxicity control for CF NF-kB inhibitor project, cell-based, uHTS, fluorescence assay plates. 360,000 compounds, 0.36% hits. KKLEB CF airway cells viability, ATPlite luminescence, overnight; stronger effect = lower value; cells stimulated with P. aeruginosa culture filtrate. activity change (cytotoxicity), % at 5 µM;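 active = corrected activity change at or below -50% at 5 µM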
TWEAK-Fn14 inh: inhibitors of TWEAK-Fn14 signaling, primary screen, luciferase reporter cells, uHTS; TWEAK-stimulated Fn14 reporter cells, luciferase luminescence, 8 h; inhibition, % at 10 µM; 360,000 compounds, 2% hits; in the data active = inhibition above about 50%
CF NFkB block: inhibitors of PAF-induced NF-kB signaling, primary screen, cell-based, GFP fluorescence, uHTS | KKLEB NF-kB-GFP reporter, GFP fluorescence overnight | inhibition, % at 5 µM | 360,000 compounds, 0.86% hits | AID 588850, 2011;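 active = at least 50% inhibition at 5 µM, scaled per plate between neutral and stimulator controls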;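 also: PAF is a Pseudomonas aeruginosa culture filtrate used as stimulus; plate controls were PAF-stimulated DMSO wells for no effect and unstimulated DMSO wells for full effect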
TROY signal inh: inhibitors of TROY-driven NF-kB signaling, primary screen, Q293 LMP1-TROYcd cells, NF-kB luciferase, uHTS; inhibition, % at 10 µM; Q293 LMP1-TROYcd NF-kB luciferase reporter, 4 h; 360,000 compounds, 0.98% hits;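 active = compounds whose plate-normalised and pattern-corrected inhibition of the luciferase reporter signal at the single screening dose is 50% or more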
NCOA3 inh: SRC3 coactivator transcriptional activity inhibitors, primary screen, cell-based, luminescence. Nuclear receptor coactivator 3 (Homo sapiens), Q9Y6Q9. HEK293 GAL4-SRC3 luciferase reporter. inhibition, % at 3.6 µM. 360,000 compounds, 0.17% hits. AID 588352, 2011;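 active = inhibition above a per-campaign cutoff, the mean of all compounds plus 3 SD, cut at about 60% in these data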;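 also: 0% = DMSO-treated cells and 100% = gossypol-treated cells at 36 µM; higher means less SRC3-driven luciferase light from the GAL4 reporter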
Target sequence (Q9Y6Q9 whole entry, looked up, the tested form may be a part): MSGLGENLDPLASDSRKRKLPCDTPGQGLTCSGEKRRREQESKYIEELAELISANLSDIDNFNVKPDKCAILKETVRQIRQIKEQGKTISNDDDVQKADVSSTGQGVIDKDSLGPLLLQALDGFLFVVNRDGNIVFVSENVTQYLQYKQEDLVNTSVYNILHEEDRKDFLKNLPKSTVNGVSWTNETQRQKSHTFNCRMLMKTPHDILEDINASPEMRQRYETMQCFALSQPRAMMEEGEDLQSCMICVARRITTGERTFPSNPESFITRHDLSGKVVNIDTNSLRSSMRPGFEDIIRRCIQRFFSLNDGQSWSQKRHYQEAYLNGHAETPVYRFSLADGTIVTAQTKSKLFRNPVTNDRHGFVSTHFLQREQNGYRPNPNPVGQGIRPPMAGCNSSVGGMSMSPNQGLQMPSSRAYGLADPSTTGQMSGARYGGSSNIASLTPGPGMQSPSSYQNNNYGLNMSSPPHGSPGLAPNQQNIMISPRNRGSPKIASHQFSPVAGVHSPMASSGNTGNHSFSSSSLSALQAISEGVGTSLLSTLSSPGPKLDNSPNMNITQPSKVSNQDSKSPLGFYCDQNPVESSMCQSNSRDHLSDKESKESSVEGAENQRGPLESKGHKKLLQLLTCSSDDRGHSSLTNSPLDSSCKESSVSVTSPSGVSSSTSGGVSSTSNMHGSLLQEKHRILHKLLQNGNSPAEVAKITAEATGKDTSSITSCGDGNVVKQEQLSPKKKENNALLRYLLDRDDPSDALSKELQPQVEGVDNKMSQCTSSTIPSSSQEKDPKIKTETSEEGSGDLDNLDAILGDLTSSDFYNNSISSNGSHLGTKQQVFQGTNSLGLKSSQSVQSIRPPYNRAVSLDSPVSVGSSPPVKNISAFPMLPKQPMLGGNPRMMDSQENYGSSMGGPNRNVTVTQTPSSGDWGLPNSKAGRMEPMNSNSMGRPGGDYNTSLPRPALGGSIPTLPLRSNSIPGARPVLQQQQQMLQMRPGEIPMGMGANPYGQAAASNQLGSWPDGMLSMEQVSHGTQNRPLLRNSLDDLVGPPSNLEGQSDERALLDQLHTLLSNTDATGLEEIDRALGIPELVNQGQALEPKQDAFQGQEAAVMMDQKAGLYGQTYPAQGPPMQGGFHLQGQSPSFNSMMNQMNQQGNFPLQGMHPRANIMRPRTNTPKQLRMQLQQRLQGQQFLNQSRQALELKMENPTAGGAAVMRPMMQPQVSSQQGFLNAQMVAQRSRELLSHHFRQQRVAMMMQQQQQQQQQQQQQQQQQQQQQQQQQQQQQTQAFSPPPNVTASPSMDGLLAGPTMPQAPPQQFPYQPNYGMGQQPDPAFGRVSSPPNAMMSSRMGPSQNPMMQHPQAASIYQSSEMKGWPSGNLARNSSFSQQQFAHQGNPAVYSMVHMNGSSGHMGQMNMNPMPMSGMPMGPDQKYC
The depositor's hits bear a star; x = not tested or not shown.

SMILES	SRC1 inh	LMP1 NFkB inh	TRAIL sens C8	LRH-1 inv ag	COUP-TFII inh	Shn3 3UTR inh	KKLEB tox	TWEAK-Fn14 inh	CF NFkB block	TROY signal inh	NCOA3 inh
Cc1cccnc1NC(=O)C1CCCN(S(=O)(=O)c2ccc3c(c2)oc(=O)n3C)C1 (stereo not drawn)	2	-2	-4	2	22	6	12	-18	-18	8	-22
CCS(=O)(=O)N1CCC(NC(=O)c2ccco2)CC1	-3	8	-15	-31	-11	5	-15	3	2	-3	7
COC(=O)C1CCN(CC(=O)Nc2ccccc2Sc2ccccc2)CC1	-9	1	1	1	20	2	6	-12	-8	5	10
COC(=O)c1nnn(-c2cccc(Cl)c2)c1C(=O)OC	5	6	-11	11	-12	-1	-6	14	8	-4	-1
Cc1nn(C(C)(C)C)c(NC(=O)c2ccccc2)c1C#N	-9	-8	-8	20	11	19	7	5	11	-3	20
CCOC(=O)C1=C(C)NC(=O)CC1c1cc2c(cc1[N+](=O)[O-])OCO2 (stereo not drawn)	1	0	4	11	-13	17	7	-1	-10	10	-10
CCOC(=O)N1CCN(c2c(-c3ccc(C(C)C)cc3)c(=O)c2=O)CC1	-2	15	-1	-3	16	-6	-9	10	7	-7	-6
O=C(COC(=O)c1cc(Br)ccc1O)NNC(=O)c1ccc(Cl)cc1	-8	-3	10	-6	-17	5	10	-2	-4	-14	1
Cc1nn(-c2ccccc2)c2c1C(c1ccco1)C(C#N)=C(N)O2 (stereo not drawn)	-25	-1	1	-1	7	-14	6	-1	10	12	17
Cc1ccc(SCc2[nH]nc3c2C2(CCSCC2)C(C#N)=C(N)O3)cc1	5	8	-4	4	0	-20	-9	10	8	-9	2
CC1=NN(c2ccccc2)C(=O)/C1=C/C=C/C=C/N(C)C	-2	7	6	38	-2	-14	7	13	-6	18	8
CC1=C(C(=O)OC2CCCCC2)C(c2cccnc2)n2nnnc2N1 (stereo not drawn)	-8	-29	5	-3	20	84	-8	-18	7	12	18
Cc1[nH]c2ccccc2c1C(=O)C(=O)N1CCN(c2cccc(Cl)c2)CC1	8	1	7	-12	-1	-5	-5	0	16	21	-26
O=C(Oc1ccc([N+](=O)[O-])cc1)c1cc(-c2ccccc2)nc2ccccc12	-16	2	-5	5	4	-15	-3	-2	2	-3	4
COc1cc(C(c2nnnn2C2CCCC2)N2CCN(C(=O)c3ccco3)CC2)cc(OC)c1OC (stereo not drawn)	2	-7	-11	-11	10	5	-8	13	-16	5	-13
O=C(Nc1ccccc1)C1CC(=O)n2c(nc3ccccc32)N1 (stereo not drawn)	-12	-1	9	14	1	-24	7	-12	4	11	3
O=P(c1ccccc1)(c1ccccc1)C1CCCO1 (stereo not drawn)	0	-7	2	22	6	-8	-9	-6	0	-20	2
O=C(c1ncn2c1c(=O)[nH]c1ccccc12)N1CCc2ccccc2C1	-9	-1	-8	-5	-4	-2	8	11	-17	-12	-18
COc1ccc(COC(=O)C2=C(C)NC(=O)NC2c2ccc(O)c(OC)c2)cc1 (stereo not drawn)	1	10	6	-5	5	35	14	-13	-10	14	3
COc1ccc(-c2cc(C(=O)N/N=C/c3cc(OC)c(OC)cc3OC)c3ccccc3n2)cc1	-1	x	28	-12	-17	-45	11	23	-1	-21	9
CC(=O)NC(CC(=O)Oc1ccc(C)cc1Br)c1ccccc1 (stereo not drawn)	-4	15	-7	-7	-21	-16	0	2	12	-4	-4
COc1ccc(-n2c(SCC(=O)N3CCCCC3)nc3ccccc3c2=O)cc1	-10	-10	-29	-2	-7	14	-3	2	-6	12	-1
CCn1c(C2CC(=O)N(c3cc(C)cc(C)c3)C2)nc2ccccc21 (stereo not drawn)	2	9	7	-2	10	13	-2	1	5	-2	9
COc1ccc(OC)c(S(=O)(=O)Nc2cccc(C(C)=O)c2)c1	3	-5	-5	4	8	3	12	8	-16	1	23
CCCC(=O)Nc1nn(CC(C)C)c2nc3cc(C)ccc3cc12	-5	-9	-8	0	2	-12	-1	-6	-14	9	6
CCOC(=O)c1ccc(NC(=O)CN2CCN(C(=O)c3ccco3)CC2)cc1	2	0	16	12	3	6	-3	8	12	4	8
Cc1ccccc1NC(=O)Cn1c(C)nc2ccc(NC(=O)C3CC3)cc2c1=O	3	-7	-5	14	19	-17	1	-13	6	-1	9
CC1CCCC(C)N1Cc1cn2ccccc2n1 (stereo not drawn)	3	-13	3	15	-21	17	4	-1	5	-6	-2
COc1ccccc1C(=O)Nc1ccc2c(c1)C(=O)NC2=O	-1	7	-6	-15	-5	-7	-4	-22	-6	-22	-10
O=C1c2ccccc2NC(c2ccccc2O)N1O (stereo not drawn)	-17	7	-8	-20	6	-11	7	-12	-12	-25	-21
CC(=O)c1ccc(OCc2cc(C(=O)N3CCOCC3)no2)cc1	-9	-30	-5	-54	-12	-77	-4	-21	-17	-16	-50
CCc1nc2ccccc2c(C(=O)NCc2ccccc2)c1C	10	-1	-24	20	28	9	1	-31	6	4	10
Cc1ccc(S(=O)ONc2cccc(NOS(=O)c3ccc(C)cc3)c2)cc1 (stereo not drawn)	5	1	-20	-1	8	-2	22	-3	-19	3	3
CC(=O)Nc1c(-c2cc(=O)oc3cc(C)ccc23)oc2ccccc12	1	x	-19	-14	15	-7	0	-26	-2	-4	-12
CCOc1ccccc1NC(=O)n1ncc2c(C)cccc21	-11	-8	0	6	15	-45	3	-20	-15	-18	-5
CC(=O)Nc1nc(N2C(=O)c3ccccc3C2=O)n(-c2ccccc2)n1	6	-9	0	3	11	1	-7	-14	19	16	21

Record cards (already shown):
Results for `CC(=O)Nc1nc(N2C(=O)c3ccccc3C2=O)n(-c2ccccc2)n1` → SRC1 inh = 6; LMP1 NFkB inh = -9; TRAIL sens C8 = 0; LRH-1 inv ag = 3; COUP-TFII inh = 11; Shn3 3UTR inh = 1; KKLEB tox = -7; TWEAK-Fn14 inh = -14; CF NFkB block = 19; TROY signal inh = 16; NCOA3 inh = 21
Results for `CC(=O)c1ccc(OCc2cc(C(=O)N3CCOCC3)no2)cc1` → SRC1 inh = -9; LMP1 NFkB inh = -30; TRAIL sens C8 = -5; LRH-1 inv ag = -54; COUP-TFII inh = -12; Shn3 3UTR inh = -77; KKLEB tox = -4; TWEAK-Fn14 inh = -21; CF NFkB block = -17; TROY signal inh = -16; NCOA3 inh = -50

Other structures follow:
SMILES	SRC1 inh	LMP1 NFkB inh	TRAIL sens C8	LRH-1 inv ag	COUP-TFII inh	Shn3 3UTR inh	KKLEB tox	TWEAK-Fn14 inh	CF NFkB block	TROY signal inh	NCOA3 inh
CCC(C)NC(=O)C1CCN(S(=O)(=O)c2cccc3nonc23)CC1 (stereo not drawn)	-9	3	-2	3	-2	-5	-1	43	2	-1	5
COc1ccc(N/C=C(\C#N)c2nc3ccccc3n2C)c(OC)c1	-14	0	26	-16	-22	-12	15	28	-24	-34	-25
CCN(CC)c1ccc(C(=O)OCC(=O)Nc2ccccc2-c2ccccc2)cc1	5	16	22	17	17	80	-14	72*	3	39	8
Cc1ccc(S(=O)(=O)N2CCCCC2)cc1NC(=O)c1ccc(=O)[nH]c1	-6	-1	-17	15	-25	22	7	6	1	-9	-9
CN(C)C(CNC(=O)c1cccnc1Sc1ccccc1)c1ccco1 (stereo not drawn)	1	-4	0	21	-10	11	6	12	10	8	-17
CCOC(=O)C(C)Sc1nnc(-c2ccccc2O)n1Cc1ccccc1 (stereo not drawn)	9	-11	13	-22	5	20	-3	3	13	21	17
COc1cccc(NC(=S)NCCCN2CCOCC2)c1	-4	-3	24	-1	2	3	3	15	-7	-1	19
Cc1nn(-c2ccccc2)c2c1C(c1ccncc1)C(C#N)=C(N)O2 (stereo not drawn)	-12	-1	6	-30	-5	8	-4	-5	0	-4	-10
O=C(COC(=O)c1cccc(S(=O)(=O)N2CCOCC2)c1)c1ccccc1	-3	-5	-6	-6	6	-13	7	-16	15	-6	-11
COc1ccc(C2=NN(c3ccccc3)C(c3ccc(OC)c(OC)c3)C2)cc1 (stereo not drawn)	-76	-6	4	-27	-12	-123	5	-49	10	-58	-49
Cc1c(C=O)c2ccccn2c1C(=O)c1ccc(F)cc1	13	-3	17	8	-1	-2	19	43	33	4	1
CN(Cc1ccc(F)cc1)C(=O)c1cccc(NS(=O)(=O)c2ccccc2)c1	-19	-11	-11	-2	0	-10	-4	-1	13	5	-6
O=C(Nc1ccccc1)NC1CCN(Cc2ccccc2)CC1	-7	3	-1	3	-1	-7	-11	3	10	-5	6
CN(C)C(CNC(=O)c1oc2ccccc2c1CSc1ncn[nH]1)c1ccco1 (stereo not drawn)	7	-4	2	-6	-8	-6	1	8	-19	11	25
O=C(Nc1nn(Cc2ccccc2F)cc1Br)c1cccs1	-9	-3	6	-11	-11	-12	-4	-1	-7	-2	-39
COCCNC(=O)c1c(CSc2ccc(F)cc2)noc1C(=O)NCc1ccccc1	-27	2	4	3	-16	-9	0	-18	18	-4	-7
CCOC(=O)N1CCN(c2cc(=O)n(C3CCCCC3)c(=O)[nH]2)CC1	-13	8	3	3	5	-1	1	6	-6	-9	9
Cc1ccc(S(=O)(=O)NCC(=O)OCC(=O)Nc2ccc3c(c2)OCCO3)cc1	-7	1	-10	11	-2	11	4	-6	4	-14	11
CCOC(=O)N(C)c1c(CC)nc2c(OCc3cc(Cl)cc(Cl)c3)cccn12	8	x	6	-1	17	-6	2	-5	1	-2	5
CN(C)c1ccc(C(CC(=O)O)C(=O)O)cc1 (stereo not drawn)	-14	-1	-4	-12	-16	9	-7	3	10	-6	-2
CCN1CCN(C(=O)C2=CC(c3ccc(C)cc3)=NS(=O)(=O)N2C)CC1	-3	1	5	21	-1	5	-5	13	1	6	7
CCC(=O)Nc1cccc(NC(=O)COc2ccc(OC)cc2)c1	-10	5	-4	-9	-28	1	7	-8	-2	-9	-4
OCCNc1nc(-c2ccccc2)c2cc(Br)ccc2n1	-3	5	23	-11	4	-6	-5	12	22	-2	-8
CCOc1ccc(-c2noc(CCC(=O)NCCc3ccccc3)n2)cc1OC	-7	10	12	-12	5	-29	-16	-25	13	-13	-17
CCCn1c(=O)n(N)c2ccccc21	-40	-5	2	5	3	-31	5	-17	-7	18	1
CCCc1n[nH]c2c1C(=O)C(C(=O)OC)C(C)(C)C2 (stereo not drawn)	4	1	-10	-1	12	-4	0	14	-1	2	-12
O=C(NCc1ccccc1)C1CC(=O)N(c2ccc(OCC(=O)N3CCOCC3)cc2)C1 (stereo not drawn)	0	1	-14	2	-5	0	2	26	4	15	-23
O=C(NCc1cccnc1)c1cc(C2CCCN(S(=O)(=O)c3ccccc3)C2)on1 (stereo not drawn)	-14	x	11	9	7	2	-2	-6	2	-11	-2

Screens (PubChem)

This is a subset; count on the stated rates, not on these rows.
